KOR beta-arrestin-1: kappa opioid receptor activators – cell-based, luminescence, uHTS, primary screen (AID 1777); 280,000 compounds, 0.02% hits; KOR beta-arrestin recruitment, luminescence; higher % means a stronger effect; activation, % at 10 µM; hits with a dose series show EC50 in µM; in the data active means activation above about 50%, passing the limit was not always enough; further: a part of the inactive calls stands beside numbers as strong as those of hits
Yfh1-off respiration: mitochondrial function rescue without frataxin homolog – Friedreich's ataxia, plus single-dose screen, dose response (AID 1465) | S. cerevisiae Yfh1-off respiration, WST-1 reduction, 72 h; higher fold induction means a stronger effect | one-dose fold induction at 50 µM; EC50 in µM for titrated hits | 220,000 compounds, 0.074% hits;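 active means fold induction of absorbance versus untreated yeast above a set limit, then at least 30% activation at any dose in follow-up; inconclusive means repeats straddling the limit, or above it without dose testing; inactive means fold induction below the set limit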;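 further: activators that raise dye reduction in frataxin-depleted yeast; strong numbers were not always called active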
NOD1 inhibition: inhibition of NOD1-driven NF-kB reporter – cell-based, luminescence, uHTS, primary screen (AID 1578); one-dose inhibition, % at 4 µM; EC50 in µM for titrated hits; 290,000 compounds, 1% hits; NOD1-driven NF-kB luciferase reporter cells, luminescence; higher % means a stronger effect; in the data active means inhibition mostly above about 36%, no sharp cut-off; inactive means mostly below about 34%;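 further: HEK-293T reporter cells stimulated with the NOD1 agonist gamma-tri-DAP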
Dengue-2 NS5 capping: Dengue-2 NS5 methyltransferase inhibitors, primary screen, biochemical, confirmation dose response (AID 588689); Dengue-2 NS5 methyltransferase capping enzyme assay, biochemical; higher % means a stronger effect; inhibition, % at 25 µM; hits with a dose series show IC50 in µM; 340,000 compounds, 0.3% hits; in the data active means a potency from the dose series; inconclusive means inhibition above about 29% without an active follow-up result
HEK293 NOD2/NF-kB: NOD2 signaling inhibitors, cell-based, luminescence, uHTS, HEK293 (AID 1566). HEK293 NOD2/NF-kB luciferase reporter, luminescence; higher % means a stronger effect. inhibition, % at 4 µM, or EC50 in µM where a hit was titrated. 290,000 compounds, 0.63% hits; further: many of its hits are not listed in these tables
West Nile antiviral: inhibition of WNV-induced cytopathic effect – cell-based, CPE readout (AID 1621); West Nile virus-infected cells, CPE inhibition; higher % means a stronger effect; one-dose CPE inhibition, % at 10 µM; IC50 in µM for titrated hits; 290,000 compounds, 0.02% hits; in the data active means a potency from the dose series; inconclusive means CPE inhibition mostly from about 3.7% at the one dose, without a potency; inactive means the rest, 99 in 100 with CPE inhibition below about 2.2%; further: strong numbers were not always called active
AID2073: disruptors of CaV2.2 binding to Mint1 – biochemical, HTRF (AID 2073) | HTRF protein-protein interaction, Mint1-CaV2.2; higher % means a stronger effect | inhibition, % at 20 µM; hits with a dose series show IC50 in µM | 290,000 compounds, 0.19% hits; in the data active means inhibition mostly above about 51%, no sharp cut-off; inconclusive means no clear call, values can overlap the other calls; inactive means mostly below about 53%; further: some results filed as inactive read as strong as hits
HIV fusion peptide: inhibitors of HIV fusion peptide binding, primary screen, biochemical, uHTS, fluorescence dequenching (AID 1986). cell-free peptide binding, fluorescence dequenching, 30 min; higher % means a stronger effect. inhibition, % at 20 µM, or IC50 in µM where a hit was titrated. 290,000 compounds, 0.3% hits; in the data active means inhibition mostly above about 52%, no sharp cut-off; inactive means mostly below about 76%; further: some results filed as inactive read as strong as hits
KOR beta-arrestin-2: KOR antagonists, beta-arrestin recruitment, cell-based, luminescence, uHTS (AID 1778); KOR beta-arrestin recruitment, luminescence, antagonist mode; higher % means a stronger effect; one-dose inhibition, % at 10 µM; IC50 in µM for titrated hits; 290,000 compounds, 0.091% hits; further: strong numbers were not always called active
Dengue-2 NS5 capping pilot replicate: further read-out of Dengue-2 NS5 capping, marked with its call; inhibition, %; measured here: pilot screen replicate inhibition
Starred values were filed as active, the others as inactive; i = inactive; ? = inconclusive; nt = not tested or not shown; [ ] = remark or other dose. Unless noted, no stated cut-off is given here; in the data, active means inhibition above about 50%; inactive means the rest.

SMILES	KOR beta-arrestin-1	Yfh1-off respiration	NOD1 inhibition	Dengue-2 NS5 capping	HEK293 NOD2/NF-kB	West Nile antiviral	AID2073	HIV fusion peptide	KOR beta-arrestin-2	others
CC1(C)CC(=O)C=C(NCCN2CCNCC2)C1	-2.8%	i	-13.4%	nt	11.2%	0.3%	-10.5%	1.5%	8.6%
CCCCC1(Cc2ccc([N+](=O)[O-])cc2)C(=O)N(c2ccccc2)N(c2ccccc2)C1=O	-8.0%	i	-1.0%	-16.2%	0.5%	2.7%	5.4%	0.7%	-2.3%
CCOc1ccc(Br)cc1S(=O)(=O)Nc1cccc(S(=O)(=O)N(C)C)c1	9.3%	i	-17.5%	1.3%	-6.2%	0.9%	12.0%	-0.6%	-2.8%
Cc1[nH]nc2c1C1(CCC(c3ccccc3)CC1)C(C#N)=C(N)O2 (configuration not stated)	4.2%	i	-9.3%	1.4%	-1.8%	-0.5%	8.8%	0.2%	-6.0%
CCOc1cc(CNCC2CCCO2)cc(Br)c1OCC(N)=O (configuration not stated)	6.9%	i	-22.2%	2.9%	19.7%	0.3%	32.6%	-0.4%	11.5%
CC(=O)c1ccc(NC(=O)CN2CCN(c3ncccn3)CC2)cc1	-3.5%	i	20.8%	-5.5%	-17.2%	0.6%	-1.1%	-1.7%	-25.7%
Cc1ccc2nc(Nc3nc(CSc4nnnn4-c4ccccc4)cc(=O)[nH]3)nc(C)c2c1	3.0%	i	-12.9%	3.8%	27.4%	3.3%	13.0%	3.1%	-3.1%	Dengue-2 NS5 capping pilot replicate=-0.3
COc1ccccc1CCc1nnc(CCC(=O)NC(C)Cc2cccs2)o1 (configuration not stated)	nt	i	-18.2%	1.8%	15.6%	1.1%	5.1%	0.8%	-50.2%[20 µM]
Cc1ccccc1C(=O)N1c2ccccc2OCC1C(C)(C)C (configuration not stated)	-0.3%	nt	-3.4%	-7.8%	-4.1%	-1.1%	47.8%	-2.2%	11.9%
NC(=O)c1cc([N+](=O)[O-])ccc1NCCc1ccccc1	3.3%	nt	1.2%	-4.0%	16.6%	-0.3%	2.1%	1.9%	-11.9%[20 µM]	Dengue-2 NS5 capping pilot replicate=-6.1
COC(=O)CSc1nc2ccccc2nc1SCC(=O)OC	2.3%	i	2.4%	-6.2%	3.1%	0.1%	-17.6%	-0.7%	2.5%
COC(=O)C1=C(C(=O)OC)C(c2cc([N+](=O)[O-])ccc2O)c2sc(=O)[nH]c2S1 (configuration not stated)	-1.8%	i	-31.9%	-1.6%	8.2%	0.0%	16.0%	3.2%	-15.1%
COc1ccc(OC)c(NC(=O)c2cnn(-c3ccccc3)c2C)c1	3.2%	nt	21.0%	0.7%	-28.1%	-0.7%	14.3%	0.1%	-17.8%	Dengue-2 NS5 capping pilot replicate=1.8
Cc1ccc(S(=O)(=O)n2cnc3cc([N+](=O)[O-])ccc32)c(C)c1	5.9%	i	-14.5%	-0.6%	15.5%	-0.2%	2.9%	2.9%	-3.6%
CSCC[C@H](NC(=O)OC(C)(C)C)c1nnc(SCC(=O)Nc2c(C)cccc2C)o1	-2.6%	i	-5.0%	-1.4%	3.7%	0.1%	5.2%	-0.3%	33.9%
CC1CC(C)(C)NC(=S)N1CCCC(=O)N1CCN(c2ccccc2F)CC1 (configuration not stated)	4.3%	i	-5.6%	-8.4%	20.1%	-1.5%	-4.9%	1.3%	33.3%
O=C(Nc1ccccc1C(=O)N1CCOCC1)c1ccc(F)cc1	2.6%	i	-0.9%	-4.8%	26.4%	0.0%	8.7%	-2.6%	4.2%
Cc1c(N=C2N=C(NC(=O)c3ccc(F)cc3)c3ccccc32)c(=O)n(-c2ccccc2)n1C	1.6%	i	-10.6%	?	15.7%	0.4%	37.3%	74.4%*	-178.0%[20 µM]
CCN(CC)S(=O)(=O)c1ccc2c(c1)N(CC(=O)Nc1cccnc1Cl)C(=O)CO2	-3.7%	i	-4.8%	-4.7%	7.0%	nt	5.4%	0.3%	3.0%
CC1CCCN(CC(=O)N2c3ccccc3Sc3ccccc32)C1 (configuration not stated)	-4.3%	i	-26.3%	2.3%	7.1%	-1.1%	-3.0%	-1.1%	6.3%
O=C(CCCN1C(=O)c2cccc3cccc(c23)C1=O)N1CCN(c2ncccn2)CC1	-1.9%	i	-61.2%	-5.3%	10.6%	-0.5%	1.3%	0.5%	-93.9%[20 µM]
CC(C)(C)c1ccc(OCC(=O)Nc2ccc3c4c(cccc24)C(=O)NC3=O)cc1	-4.1%	i	-32.3%	?	-28.4%	-1.5%	25.5%	14.2%	-69.4%[20 µM]
COc1ccc(Nc2ccc(C(=O)O)cc2[N+](=O)[O-])cc1	-5.6%	i	-23.9%	3.6%	12.8%	-0.3%	3.9%	1.4%	10.5%
CCN(CC)CCCNC(=O)c1cc(-c2ccc(Cl)cc2)on1	0.2%	i	-14.0%	-8.9%	11.5%	2.3%	4.0%	3.0%	7.0%
O=C(CCN1C(=O)/C(=C\c2ccccc2)SC1=S)NNC(=O)c1ccccc1O	-3.1%	nt	-10.5%	-9.7%	14.1%	-0.7%	2.1%	3.1%	-4.0%
Cc1c(/C=N/NC(=O)c2cc(=O)[nH]c(=O)[nH]2)c2ccccn2c1C(=O)c1ccccc1	-7.1%	i	6.1%	4.1%	19.5%	0.6%	16.1%	18.8%	-1.2%
CC(C)(C)NC(=O)C(c1ccc(O)cc1)N(Cc1ccccc1)C(=O)CCC(=O)Nc1nccs1 (configuration not stated)	-4.4%	nt	-29.0%	-5.5%	-0.3%	0.1%	-3.3%	0.9%	4.6%
O=C(/C=C/c1cccs1)N1CCOCC1	-3.2%	i	-8.7%	5.8%	12.6%	-0.1%	8.5%	-1.4%	6.7%
CCOCCCNC(=O)c1ccc(C2SCC(=O)N2Cc2ccccc2)cc1 (configuration not stated)	-2.8%	nt	-4.6%	1.2%	9.7%	?	5.5%	0.6%	12.5%[20 µM]
COc1cccc(N2CCN(CC(=O)c3c[nH]c4ccc(OC)cc34)CC2C)c1 (configuration not stated)	-4.2%	i	-11.6%	9.1%	5.1%	-0.6%	3.0%	-1.0%	-35.5%
CC(C)(C)c1ccc(S(=O)(=O)Nc2cccc(C3OCCCO3)c2)cc1	10.1%	i	31.7%	-5.2%	21.7%	-2.1%	6.0%	1.8%	-31.0%
CCOC(=O)N1CCOCCOCCN(C(=O)OCC)CCOCC1	1.9%	i	-7.0%	-3.5%	3.2%	0.2%	-1.3%	-0.9%	3.8%
C=C(C)COc1ccc(-c2[nH]ncc2Oc2ccc(OC)cc2)c(O)c1	-0.4%	i	-9.9%	-11.9%	-1.4%	-0.3%	-8.4%	4.7%	25.2%
O=C(Cn1cnc2cc([N+](=O)[O-])ccc2c1=O)Nc1ccc(Br)cc1	-1.7%	i	0.1%	-6.3%	2.7%	-0.5%	12.8%	-1.6%	24.0%
CCC/C=C(\CCC)C(NS(=O)(=O)c1cccc2cccnc12)c1ccc(C(=O)OC)cc1 (configuration not stated)	-0.9%	i	-33.4%	nt	11.0%	-1.4%	6.6%	1.2%	-7.2%
COc1ccc(CC(NC(C)=O)C(=O)NC2CCN(c3nc(C)cc(C)c3C#N)CC2)cc1 (configuration not stated)	-3.2%	i	-23.3%	0.0%	12.6%	-1.0%	11.2%	1.5%	-8.4%
CCOc1cc(/C=C/c2ccc3cccc([N+](=O)[O-])c3n2)cc(Cl)c1O	-6.3%	i	12.4%	2.9%	-20.5%	0.4%	26.3%	9.6%	20.2%
Cc1ccc(NC(=O)Nc2nnc(-c3ccccc3F)s2)cc1	4.4%	i	-8.0%	-0.8%	-34.9%	0.3%	18.5%	-0.2%	4.6%
CSC1=N/C(=C\c2ccccc2Cl)C(=O)N1N(C)C	1.1%	i	0.8%	-5.4%	1.1%	-0.5%	-10.7%	-0.3%	14.3%
COc1cc(/C=C/C(=O)OCc2c(C)noc2C)ccc1OC(F)F	4.0%	i	13.9%	-11.1%	-26.1%	1.0%	5.1%	-2.0%	-76.9%
COc1ccc2nc(N3C(=O)C(O)=C(C(=O)c4ccco4)C3c3ccccc3OC)sc2c1 (configuration not stated)	0.6%	nt	-53.0%	27.7%	-196.0%	-0.8%	13.1%	46.3%	-31.5%
CC1CN(C(=O)c2cccc(COc3ccccc3Cl)c2)CC(C)O1 (configuration not stated)	-1.0%	i	-59.9%	-16.4%	-57.5%	-1.1%	3.3%	-1.1%	-19.1%
CC(C)=Cc1oc2ccc([N+](=O)[O-])cc2c1N1CC(C)OC(C)C1 (configuration not stated)	-0.7%	i	-2.3%	-8.7%	11.3%	0.2%	5.9%	-2.0%	-13.1%
Cc1noc(C)c1C(=O)N(C)Cc1ccccc1	1.4%	i	0.9%	-0.8%	13.0%	-0.1%	3.5%	0.5%	-5.7%
COc1ccc(N2CCN(C(=O)[C@H](C)NC(=O)c3ccccc3Cl)CC2)cc1	8.4%	nt	-19.3%	2.5%	2.3%	-0.4%	6.4%	-0.2%	-28.3%
CN1CCN(C(=O)c2ccc3nc(-c4ccccc4)c(-c4ccccc4)nc3c2)CC1	7.6%	i	17.9%	-3.8%	2.6%	-0.7%	4.4%	-0.6%	17.5%
Cc1ccc(NC(=S)N2CCC(NC(=O)c3ccc(F)cc3)CC2)cc1	4.7%	nt	-34.3%	-5.1%	-0.5%	-0.5%	-5.0%	0.9%	-95.5%
O=C(NCc1nc2ccccc2[nH]1)C1=C[C@H](c2coc3ccccc3c2=O)C[C@H](OCc2ccc(CO)cc2)O1	0.3%	i	-3.9%	-17.1%	-6.0%	-0.2%	10.0%	26.0%	12.9%
NS(=O)(=O)c1ccc(Nc2nc3ccccc3nc2NS(=O)(=O)c2cccc([N+](=O)[O-])c2)cc1	1.0%	i	-28.0%	13.0%	-9.1%	0.0%	12.9%	69.6%*	-95.8%
Cc1c(C(=O)NCC(C)C)sc2nc(-c3ccc(F)cc3)cn12	-5.3%	i	-35.6%	-3.4%	-29.5%	-0.1%	5.5%	-1.3%	28.9%

Next section.
SMILES	KOR beta-arrestin-1	Yfh1-off respiration	NOD1 inhibition	Dengue-2 NS5 capping	HEK293 NOD2/NF-kB	West Nile antiviral	AID2073	HIV fusion peptide	KOR beta-arrestin-2	others
CCN1CCN(CC(=O)Nc2ccc(C)cc2C)C(=O)C1=O	-1.5%	i	29.5%	-2.1%	7.9%	0.0%	-1.3%	3.6%	31.2%
COc1ccc(N2CCN(C(=O)CN=C3NS(=O)(=O)C(c4ccc(C)cc4)=C3C)CC2)cc1	3.4%	i	-1.7%	7.2%	12.0%	nt	-11.5%	-2.8%	-2.5%
NC(=O)CC(NC(=O)Cc1cccc2ccccc12)c1ccc(N2CCN(c3ccccn3)CC2)c([N+](=O)[O-])c1 (configuration not stated)	6.1%	nt	26.1%	3.3%	-14.7%	-0.7%	14.0%	-3.3%	-26.3%[20 µM]
COc1ccccc1NC(=O)CSc1nnc(CC(=O)Nc2ccccc2F)n1C	8.7%	nt	1.4%	-4.9%	-4.3%	-0.2%	6.0%	0.6%	-39.2%

Screening results as filed in PubChem BioAssay.

Only part of the results is shown; the hit share may differ from the screen's.
